Screening results deposited in PubChem by several laboratories.
Bcl-XL Bim block: inhibitors of Bim-Bcl-XL binding, primary screen, biochemical, multiplexed, bead flow cytometry, human Bcl-XL | actives 0.04% (n = 190,000) | Bcl-2-like protein 1 (Homo sapiens), Q07817 | inhibition, % at 10 µM | Bim peptide-Bcl-XL binding, fluorescence
Target sequence (Q07817 whole entry, looked up): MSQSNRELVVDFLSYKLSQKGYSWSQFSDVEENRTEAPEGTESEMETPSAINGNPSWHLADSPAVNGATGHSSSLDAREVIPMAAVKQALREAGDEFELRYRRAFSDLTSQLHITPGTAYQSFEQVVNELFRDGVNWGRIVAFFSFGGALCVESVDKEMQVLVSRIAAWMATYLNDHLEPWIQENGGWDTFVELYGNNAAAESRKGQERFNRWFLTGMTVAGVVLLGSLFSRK
Mcl1-Bid inh: Mcl-1/Bid binding inhibitors, primary screen, biochemical, TR-FRET, 1536-well; actives 0.97% (n = 220,000); TR-FRET Mcl-1/Bid-Dy647 peptide binding; Induced myeloid leukemia cell differentiation protein Mcl-1 (Homo sapiens), Q07820; AID 1021, 2008; inhibition, % at 21.7 µM;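 active = compounds that cut the binding signal by more than half at the single screening dose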;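 also: His-tagged Mcl-1 with europium anti-His antibody binding Bid BH3 peptide; 0% = Mcl-1 plus peptide wells and 100% = peptide-only wells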
RGS4-Gao reg: modulators of RGS4 binding to Galphao, primary screen, biochemical, multiplexed bead flow cytometry | Guanine nucleotide-binding protein G(o) subunit alpha (Homo sapiens), P09471 | actives lie on both sides | binding response (% of control), % at 10 µM | actives 0.33% (n = 220,000) | AID 1415, 2008; in the data active = binding response below about 49% or above about 150%; inactive = in between;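 also: fluorescent Galphao activated with aluminum fluoride binding bead-coupled RGS4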
Target sequence (P09471 whole entry, looked up): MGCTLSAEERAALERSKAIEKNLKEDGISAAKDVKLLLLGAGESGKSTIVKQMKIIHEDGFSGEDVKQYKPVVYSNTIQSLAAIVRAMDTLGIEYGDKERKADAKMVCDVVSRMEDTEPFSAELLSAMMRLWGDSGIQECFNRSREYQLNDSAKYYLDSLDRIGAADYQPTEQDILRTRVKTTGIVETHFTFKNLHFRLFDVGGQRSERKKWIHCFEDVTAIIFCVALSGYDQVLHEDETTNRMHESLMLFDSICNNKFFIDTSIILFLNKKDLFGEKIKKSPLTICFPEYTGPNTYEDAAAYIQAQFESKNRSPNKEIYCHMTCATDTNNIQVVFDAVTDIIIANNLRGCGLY
RGS7-Gao: RGS7-Galphao binding modulators, primary screen, biochemical, multiplexed bead flow cytometry. Guanine nucleotide-binding protein G(o) subunit alpha (Homo sapiens), P09471. actives lie on both sides. binding response (% of control), % at 10 µM. actives 0.35% (n = 220,000). AID 1439, 2008; in the data active = binding response below about 49% or above about 150%; inconclusive = no clear call, values can overlap the other calls; inactive = in between;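 also: fluorescent Galphao held in activated GDP-AlF4 state binding bead-coupled RGS7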
RGS8-Gao: RGS8-Galphao binding modulators, primary screen, biochemical, multiplexed bead flow cytometry | actives lie on both sides | response (percent of control binding), % at 10 µM | actives 0.34% (n = 220,000) | AID 1423, 2008; in the data active = response below about 60% or above about 140%; inactive = in between;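 also: Galphao activated as the GDP aluminium fluoride complex binding bead-coupled RGS8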
Bim-Bcl-2: inhibitors of Bim-Bcl-2 binding, primary screen, biochemical, multiplexed, human Bcl-2 family; Apoptosis regulator Bcl-2 (Homo sapiens), P10415; Bead-based flow cytometry, Bim peptide-Bcl-2 binding; inhibition, % at 10 µM; actives 0.06% (n = 190,000); in the data active = inhibition above about 40%; inconclusive = no clear call, values can overlap the other calls;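 also: 0% = no compound wells with probe peptide and 100% = reference peptide inhibitor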
Target sequence (P10415 whole entry, looked up): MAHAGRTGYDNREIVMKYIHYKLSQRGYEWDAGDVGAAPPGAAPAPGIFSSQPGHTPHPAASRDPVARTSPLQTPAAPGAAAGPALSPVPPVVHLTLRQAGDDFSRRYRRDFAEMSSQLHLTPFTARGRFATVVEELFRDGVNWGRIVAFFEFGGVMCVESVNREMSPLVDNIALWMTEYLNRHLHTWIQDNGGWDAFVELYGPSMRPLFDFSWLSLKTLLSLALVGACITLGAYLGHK
Bfl-1 Bim block: inhibitors of Bim binding to Bfl-1, primary screen, biochemical, multiplexed, bead-based flow cytometry | Bim-Bfl-1 binding inhibition | inhibition, % at 10 µM | actives 0.12% (n = 190,000) | AID 1008, 2008;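 also: 0% = wells without compound plus tracer and 100% = blocker peptide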
Bim-Bcl-W: inhibitors of Bim binding to Bcl-W, primary screen, biochemical, multiplexed, bead-based flow cytometry. Bim peptide-Bcl-W binding. inhibition, % at 10 µM. actives 0.02% (n = 190,000). AID 952, 2007;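 also: 0% = bound tracer without compound and 100% = peptide blocker; higher means less fluorescent Bim peptide bound to Bcl-W beads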
Bcl-B Bim block: inhibitors of Bim-Bcl-B binding, primary screen, biochemical, multiplexed, human Bcl-2 family; Bcl-2-like protein 10 (Homo sapiens), Q9HD36; bead-based flow cytometry, Bim peptide-Bcl-B binding; inhibition, % at 10 µM; actives 0.073% (n = 190,000);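 also: 0% = tracer peptide without compound and 100% = reference inhibitor peptide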
Target sequence (Q9HD36 whole entry, looked up): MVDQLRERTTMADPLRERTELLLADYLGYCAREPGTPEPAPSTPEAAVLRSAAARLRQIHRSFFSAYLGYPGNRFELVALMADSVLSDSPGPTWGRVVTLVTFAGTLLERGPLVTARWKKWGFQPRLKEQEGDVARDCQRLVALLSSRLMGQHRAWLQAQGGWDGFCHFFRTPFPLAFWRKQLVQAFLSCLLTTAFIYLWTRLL
Mcl-1 Bim block: inhibitors of Bim peptide binding to Mcl-1, primary screen, biochemical, bead-based flow cytometry, multiplex. actives 0.1% (n = 190,000). Induced myeloid leukemia cell differentiation protein Mcl-1 (Homo sapiens), Q07820. Bim peptide-Mcl-1 binding. inhibition, % at 10 µM;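 also: 0% = no compound tracer wells and 100% = peptide blocker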
GSH bead fluor: compound fluorescence on glutathione beads, profiling panel, artefact control, biophysical, 488/530 nm, flow cytometry. fluorescence (KMESF) at 10 µM. GSH beads flow cytometry, compound fluorescence 488/530 nm; hits give high values. actives 0.25% (n = 190,000). AID 1776, 2009; in the data active = fluorescence above about 89;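 also: glutathione beads carrying GST-tagged Bcl family fusion proteins plus one bare bead set; values are compound well signal with DMSO vehicle wells as background; inactives centre near 16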
Starred values were filed as active, the others as inactive; ? = inconclusive. Rule as the data show it, unless noted: active = inhibition above about 40%.

SMILES	Bcl-XL Bim block	Mcl1-Bid inh	RGS4-Gao reg	RGS7-Gao	RGS8-Gao	Bim-Bcl-2	Bfl-1 Bim block	Bim-Bcl-W	Bcl-B Bim block	Mcl-1 Bim block	GSH bead fluor
O=C(CSc1nc2ccccc2c(=O)n1NC(=O)Cc1ccccc1)NCc1ccccc1	-9	0	103	103	102	-13	-17	-2	-7	-4	26
Cc1ccc2cc(C)c(N3CCN(c4ccccn4)CC3)nc2c1	-2	-5	103	103	101	-7	-12	4	-5	3	19
O=C(O)CCc1nn2c3ccccc3nc2n(Cc2ccccc2)c1=O	-2	-1	99	98	100	-5	-6	1	-1	-1	11
C(=C\c1ccccc1)/C=N/N1CCN(c2ccccn2)CC1	-1	-37	98	100	99	-4	-8	2	-10	-5	18
C/C(=N\NC(=O)c1ccccc1)c1ccc(NC(=O)c2cccs2)cc1	-1	1	101	97	97	0	4	0	3	-7	18
O=C(O)CCN1C(=O)c2ccc(NC(=O)c3ccco3)cc2C1=O	-3	4	99	?	100	0	3	1	3	0	15
CCO/C=C/C(=O)N(C)CCC#N	0	-66	103	103	101	1	0	-2	1	0	22
Cc1nc2cc(-c3cccc(F)c3)nn2c(N2CCN(C(=O)c3ccco3)CC2)c1C	-1	2	104	101	102	-1	-1	1	2	0	12
CCOc1ccc(S(=O)(=O)NCCCN2CCCC2=O)cc1	1	-24	92	?	98	-3	-4	1	-1	-2	10
OC(COCc1ccc(Cl)cc1)CN1CCc2ccccc2C1 (stereo not drawn)	-1	6	103	98	103	0	-1	-3	-2	0	8
CN(CCC#N)C(=O)COC(=O)c1c2c(nc3ccccc13)/C(=C/c1ccco1)CC2	25	63*	89	83	95	19	14	15	16	22	6
N/C(=N\OC(=O)C12CC3CC(CC(C3)C1)C2)c1ccccn1	-3	-17	99	104	101	3	1	0	-3	-3	4
O=C(Nc1nn(Cc2ccc(Cl)cc2)cc1Br)c1ccc(COc2ccccc2Cl)o1	0	11	93	95	97	0	-1	-3	-1	1	19
CCCCNC(=O)c1onc(CSc2cccc(F)c2)c1C(=O)O	-9	7	102	100	102	-11	-17	-1	-13	0	34
Cc1cc(Cl)ccc1NC(=O)Nc1c(C)n(-c2ccccc2)c(=O)n1C	-6	-19	107	104	103	-7	-4	-5	-1	-10	19
C=C1c2ccccc2NC(=O)N1c1ccc(C)cc1	-7	-19	102	100	100	-7	-17	0	-8	-2	31
CCCNC(=O)Cn1nc(C(F)(F)F)c2c1CCC2	0	-31	100	94	99	0	-6	-1	-4	-3	9
Cc1nc2c(-c3ccc(F)cc3)c(C)nn2c(C)c1CCC(=O)N1CCN(c2ccc(F)cc2)CC1	-1	6	98	106	101	-6	-12	2	-6	0	22
CCCOc1ccc(C(=O)CCC(=O)OCC(=O)N2CC(=O)Nc3ccccc32)cc1	-1	-11	104	104	107	0	-6	0	-7	-3	5
CCOC(=O)Cc1nnc(NC(=O)COc2ccc(C)cc2)s1	6	-6	87	91	93	-10	-6	-1	-3	-1	37
CCN1C(=O)N/C(=C/c2cc(C)n(Cc3ccccc3)c2C)C1=O	-10	-71	98	98	102	-3	-1	-3	-6	-5	9
CN(C)S(=O)(=O)c1ccc(NC(=O)COc2ncnc3c2cnn3-c2ccccc2)cc1	-6	-37	91	87	90	-7	-2	-4	-5	-3	13
COc1ccc(-n2c(N3CCN(C)CC3)nc3sc4c(c3c2=O)CCCCC4)cc1	-4	-36	104	107	105	-13	-18	-2	-10	-5	27
O=C(Cn1cnc2c(nnn2Cc2ccc(Cl)cc2)c1=O)c1ccccc1	-1	-6	95	97	100	1	-2	4	1	0	17
COCCN(C(=O)c1ccccc1OC1CCN(S(C)(=O)=O)CC1)C(C)C	3	-4	103	100	97	1	3	3	1	0	25
COc1cc(C=O)ccc1OC(=O)c1ccncc1	-1	-18	100	108	102	-5	-5	-3	-2	0	13
CC(C)(C)c1ccc(-c2noc(CCC(N)=O)n2)cc1	-9	-16	96	101	98	-3	-10	-7	-5	-5	20
COCCNC(=O)CSc1nc(-c2ccccc2)c(-c2ccccc2)o1	0	-10	99	97	96	-3	-4	1	2	-4	35
O=C(Nc1ccc(S(=O)(=O)N2CCOCC2)cc1)c1ccc2c(c1)S(=O)(=O)c1ccccc1C2=O	-1	-13	98	86	101	0	-4	1	-1	2	14
O=C(/C=C/c1ccc(OC(F)F)cc1)OCC(=O)N1CCN(C(=O)c2ccco2)CC1	-4	-23	88	88	97	-4	1	-4	-3	-5	9
CCOc1ccc(C(=O)NCC(=O)OCC(=O)Nc2ccccc2OCC)cc1	0	-29	107	106	105	-4	-8	2	-6	0	8
COc1cc(NC2c3ccccc3C(=O)N2c2cc(C)ccn2)cc(OC)c1OC (stereo not drawn)	0	-39	102	99	102	-3	0	2	-4	3	22
Cc1sc(N/N=C/c2cccnc2)nc1-c1ccccc1	-2	-40	96	99	99	-1	0	0	-4	-1	10
COc1ccnc(-n2cccc2/C=N/O)c1C#N	-1	-14	108	117	106	0	-9	-3	-1	0	10
Cc1ccc(OCCCCN(C)Cc2ccccc2)c(Br)c1	-12	26	95	91	98	-3	-4	-5	-9	-6	14
O=C(CCC(=O)Nc1ccccc1Cl)N/N=C/c1ccccc1	-2	-12	96	95	79	2	0	0	-2	-1	9
Cc1nn(C(=O)/C(C#N)=C/N(C)C)c(C)c1C	0	5	100	98	97	-4	-4	-3	-5	-11	16
Cc1nn(-c2ccc(F)cc2)c(Cl)c1/C=C1\C(=O)Nc2ccccc21	-2	-19	73	97	100	-3	-12	0	-3	2	13
COc1ccc(C(=O)O)cc1S(=O)(=O)N(C)C	-5	4	104	101	101	-4	-5	-2	0	-2	14
CCC(=O)c1ccccc1OCCSc1nc(C)cc(=O)[nH]1	0	-6	92	93	99	-1	-2	2	1	0	30
COc1cccc(CN(C(=O)Cc2c[nH]c3ccccc23)C(C(=O)NC2CCCCC2)c2ccc(C)o2)c1 (stereo not drawn)	2	-44	101	100	100	-6	-8	8	3	3	19
Cc1cnc(N2C(=O)c3ccc([N+](=O)[O-])cc3C2=O)s1	-3	-27	98	?	97	0	-4	-2	-2	1	19
COc1ccc(-c2cc(C(F)(F)F)nc(SCCC(=O)N3CCCC3)n2)cc1	-7	-7	99	100	102	-7	-3	-2	-6	-3	17
N#Cc1ccsc1NC(=O)c1cccc([N+](=O)[O-])c1	-1	-29	97	99	99	3	5	-2	-1	0	11
Cc1ccccc1NC(=O)c1ccc(S(=O)(=O)N(C)C)cc1	-2	-4	103	108	101	-6	-6	2	-4	1	22
Cc1ccc(NC(=O)CN(C)CC(=O)Nc2ccc(N3CCOCC3)cc2)cc1F	-2	0	101	?	100	1	1	-1	0	-3	13
COc1ccc(Cl)cc1NC(=O)c1cnc2sccn2c1=O	-4	-2	103	103	100	-8	-6	1	-6	-3	28
COc1ccc2c(C)nc(Nc3nc(C)cc(C)n3)nc2c1	0	-15	101	97	101	-1	-1	-1	0	-3	22
O=C(NC(Nc1ncccn1)C(=O)c1ccccc1)c1ccccc1 (stereo not drawn)	-7	13	98	96	100	-1	0	-4	-7	-2	25
COc1ccccc1NC(NC(=O)c1ccccn1)C(Cl)(Cl)Cl (stereo not drawn)	-1	-34	95	94	101	-2	0	-1	-2	-2	6
O=C(N1CCOCC1)n1cnc2ccccc21	1	-7	99	103	101	0	0	4	5	1	14
O=C(CSc1ccc2nnc(-c3ccccn3)n2n1)Nc1nccs1	40*	-12	102	99	105	8	7	27	24	22	2
CCc1c(C)nc(SCC(=O)N2CCc3ccccc32)[nH]c1=O	-5	-9	97	96	98	0	3	-3	-2	-1	24
COc1ccc(NC(=O)c2cc(C)nc3ccccc23)cc1S(=O)(=O)Nc1ccccc1Cl	-5	2	95	93	97	-1	0	-3	-3	0	26
CCCNC(=O)COC(=O)c1ccc(S(=O)(=O)N2CCCCCC2)cc1	-4	-3	92	93	96	1	-5	-3	-5	-3	20
CC(C)Cn1c(CN2CCCCC2C)nc2c1c(=O)n(C)c(=O)n2C (stereo not drawn)	-6	-8	101	103	102	-6	-12	0	-10	-2	23
COc1ccc(OCC(=O)Nc2cccc(C(=O)Nc3ccccc3C(=O)O)c2)cc1	-1	-23	103	102	101	0	0	0	-1	0	9
C/C(=N\NC(=O)COc1ccccc1[N+](=O)[O-])c1cccs1	1	5	102	104	101	0	2	0	2	1	10
COC(=O)c1[nH]c2ccc(Cl)cc2c1NC(=O)c1ccccc1[N+](=O)[O-]	-7	-17	103	100	102	-4	-2	-6	-6	-3	12
CC(C)(C)OC(=O)N/N=C\c1ccc(OC(=O)c2ccco2)cc1	-4	-10	103	102	107	-1	0	-1	-5	0	76

Two of the compounds above, as labelled records:
structure: O=C(O)CCN1C(=O)c2ccc(NC(=O)c3ccco3)cc2C1=O
  Bcl-XL Bim block: -3 | Mcl1-Bid inh: 4 | RGS4-Gao reg: 99 | RGS7-Gao: ? | RGS8-Gao: 100 | Bim-Bcl-2: 0 | Bfl-1 Bim block: 3 | Bim-Bcl-W: 1 | Bcl-B Bim block: 3 | Mcl-1 Bim block: 0 | GSH bead fluor: 15

structure: CCO/C=C/C(=O)N(C)CCC#N
  Bcl-XL Bim block: 0 | Mcl1-Bid inh: -66 | RGS4-Gao reg: 103 | RGS7-Gao: 103 | RGS8-Gao: 101 | Bim-Bcl-2: 1 | Bfl-1 Bim block: 0 | Bim-Bcl-W: -2 | Bcl-B Bim block: 1 | Mcl-1 Bim block: 0 | GSH bead fluor: 22

Going on with the list:
SMILES	Bcl-XL Bim block	Mcl1-Bid inh	RGS4-Gao reg	RGS7-Gao	RGS8-Gao	Bim-Bcl-2	Bfl-1 Bim block	Bim-Bcl-W	Bcl-B Bim block	Mcl-1 Bim block	GSH bead fluor
Nc1nonc1NC(=O)NN=C1CCCCC1	-6	-4	102	101	103	0	-3	-2	-2	-1	5
CC(C)Oc1ccc(/C=N/NC(=O)c2ccc(N(Cc3ccccc3)S(C)(=O)=O)cc2)cc1	2	-80	101	103	102	0	0	4	3	4	4
COc1ccccc1NC(=O)Cn1c2ccccc2c2nc3n(c(=O)c21)CCS3	5	8	79	86	90	1	3	4	4	0	12
COC(=O)c1sccc1NC(=S)N1CCN(C)CC1	-3	-11	101	102	103	0	1	-3	-4	-3	68
O=C1COc2ccc(-c3n[nH]c(=O)c4ccccc34)cc2N1	0	-35	104	105	102	-3	-6	-1	2	0	20
COc1ccsc1C(=O)Nc1ccc(F)cc1F	-2	-13	104	101	101	0	-5	-1	-3	3	12
CC(=O)N(C)C1(c2nnnn2CCOC(=O)Nc2cccc3ccccc23)CCCC1	-3	-25	102	101	102	-5	-8	0	-5	0	26
O=C(NCCCO)Nc1ccc2nc(-c3ccco3)c(-c3ccco3)nc2c1	29	55*	93	62	67	46*	65*	46*	28	31	9
